Compound activity (PubChem BioAssay)
Rab7 wt modul: alters GTP binding to wildtype dog Rab7; AID 758; GST-Rab7 beads, fluorescent GTP binding, flow cytometry; actives lie on both sides; untreated = 100%, excess cold GTP = 0%; GTP binding activity (percent of control), % at 10 µM; 190,000 compounds, 0.055% hits;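 active = fluorescent GTP binding to Rab7 beads changed by at least 20 points from the 100% baseline, either direction, mostly lower; inconclusive = compound itself probably fluorescent, or too few beads counted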;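 note: median green fluorescence of bound Bodipy-FL-GTP per Rab7 bead population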
Rab2A wt mod: changes GTP binding to wildtype dog Rab2A, up or down; P61105; GST-Rab2 wt beads, Bodipy-GTP binding, flow cytometry; GTP binding activity, % at 10 µM; 190,000 compounds, 0.19% hits;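 active = GTP binding activity at least 20 points away from 100%, either lowered or raised; inconclusive = signal likely due to the compound's own green fluorescence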;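 note: 0% = beads with excess unlabeled GTP and 100% = no-compound control corrected for plate trend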
Mcl1-Bid inh: disrupts binding of human Mcl-1 to Bid peptide | Q07820 | TR-FRET Mcl-1/Bid-Dy647 peptide binding, 1536-well | inhibition, % at 21.7 µM | 220,000 compounds, 0.97% hits;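 active = compounds that cut the binding signal by more than half at the single screening dose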;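 note: His-tagged Mcl-1 with europium anti-His antibody binding Bid BH3 peptide; 0% = Mcl-1 plus peptide wells and 100% = peptide-only wells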
Target sequence (Q07820 whole entry, looked up): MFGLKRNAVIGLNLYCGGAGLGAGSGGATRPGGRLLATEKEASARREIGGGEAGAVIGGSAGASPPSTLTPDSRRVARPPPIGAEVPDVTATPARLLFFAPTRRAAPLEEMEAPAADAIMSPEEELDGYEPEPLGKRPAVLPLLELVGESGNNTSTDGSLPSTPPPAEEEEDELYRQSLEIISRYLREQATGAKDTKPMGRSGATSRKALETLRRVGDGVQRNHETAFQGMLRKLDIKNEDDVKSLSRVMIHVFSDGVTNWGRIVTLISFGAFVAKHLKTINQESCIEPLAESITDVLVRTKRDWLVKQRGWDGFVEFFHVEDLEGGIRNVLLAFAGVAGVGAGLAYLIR
Pf gamet viab: P. falciparum stage V gametocyte viability inhibition. P. falciparum stage V gametocytes, ATP luminescence, 24 h. inhibition, % at 10.9 µM. 150,000 compounds, 0.065% hits;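 active = inhibition above the mean plus 3 SD of compounds within the control limits, set per campaign, cut at about 38% in these data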;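 note: 0% = DMSO wells and 100% = medium only without gametocytes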
Avidin bead fluor: avidin bead compound fluorescence profile | Avidin beads, compound fluorescence 488/530 nm, flow cytometry; hits give high values | fluorescence (KMESF) at 10 µM | 220,000 compounds, 0.38% hits; in the data active = fluorescence above about 47; note: inactives centre near 10
Rac1 mut GTP: modulators of GTP binding to human Rac1 activated mutant; P63000; GST-Rac1 activated beads, fluorescent GTP binding, flow cytometry; actives lie on both sides; 100% means binding = to untreated wells; percent activity (GTP binding), % at 10 µM; 190,000 compounds, 0.11% hits;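 active = GTP binding at least 20 percentage points away from the 100% baseline, in either direction, so actives lie on both sides; inconclusive = Compound likely fluorescent itself, or too few beads counted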
Rac1 wt modul: human Rac1 wildtype GTP binding, inhibitors and activators; P63000; GST-Rac1 beads, fluorescent GTP binding, flow cytometry; actives lie on both sides; 0 = cold GTP competed, 100 = untreated; GTP binding activity (% of control), % at 10 µM; 190,000 compounds, 0.27% hits;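 active = GTP binding activity at least 20 points away from the 100% control level, either lower or higher; inconclusive = compound flagged as likely green fluorescent, judged across all proteins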
HRas wt GTP: modulators of GTP binding to human HRas wildtype; AID 759; 190,000 compounds, 0.14% hits; GTP binding activity, % at 10 µM; GST-Ras wt beads, Bodipy-FL-GTP binding, flow cytometry; actives lie on both sides; P01112;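 active = GTP binding activity at least 20% away from the 100% baseline, either lowered as inhibitor or raised as activator; inconclusive = flagged as likely green fluorescent, judged across all proteins in the well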;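 note: 0% = unlabeled GTP competition control and 100% = no-compound control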
Target sequence (P01112 whole entry, looked up): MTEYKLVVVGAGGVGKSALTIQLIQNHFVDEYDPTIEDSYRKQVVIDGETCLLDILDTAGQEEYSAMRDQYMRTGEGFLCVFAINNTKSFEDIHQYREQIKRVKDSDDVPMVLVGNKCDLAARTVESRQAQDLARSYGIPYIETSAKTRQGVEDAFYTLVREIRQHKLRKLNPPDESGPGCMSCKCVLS
Cdc42 wt GTP: modulators (inhibitors or activators) of GTP binding to human Cdc42 wildtype | P60953 | GST-Cdc42 beads, Bodipy-GTP binding, flow cytometry; actives lie on both sides | percent activity (GTP binding), % at 10 µM | 190,000 compounds, 0.2% hits | AID 761;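 active = percent activity GTP binding at least 20 points away from the 100% baseline, either down as inhibitor or up as activator; inconclusive = compound flagged as likely green fluorescent from well-wide comparison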;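 note: median bead fluorescence of bound Bodipy-FL-GTP at 100 nM; 0% = excess unlabeled GTP control and 100% = no compound control; below 100% means less GTP binding so inhibitor and above means activator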
Target sequence (P60953 whole entry, looked up): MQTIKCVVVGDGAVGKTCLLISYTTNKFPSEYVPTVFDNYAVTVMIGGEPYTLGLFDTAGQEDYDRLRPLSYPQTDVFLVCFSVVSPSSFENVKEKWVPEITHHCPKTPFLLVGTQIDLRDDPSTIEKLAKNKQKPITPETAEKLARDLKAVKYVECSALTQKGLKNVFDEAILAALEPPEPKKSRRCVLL
Mcl1-Noxa inh: Mcl-1/Noxa interaction inhibition. TR-FRET Mcl-1/Noxa peptide binding, 2 h. inhibition, % at 21.7 µM. 220,000 compounds, 1.5% hits. AID 1022;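 active = compounds that cut the protein-peptide binding signal by more than 50% relative to plate controls in a single-dose test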;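 note: His-tagged Mcl-1 with rhodamine Noxa BH3 peptide and terbium anti-His antibody; 0% = Mcl-1 plus Noxa peptide wells and 100% = peptide-only wells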
GSH fluor: compound fluoresces at 488/530 nm on GSH beads; GSH beads flow cytometry, compound fluorescence 488/530 nm; hits give high values; fluorescence (KMESF) at 10 µM; 190,000 compounds, 0.25% hits; in the data active = fluorescence above about 89;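 note: glutathione beads carrying GST-tagged Bcl family fusion proteins plus one bare bead set; values are compound well signal with DMSO vehicle wells as background; inactives centre near 16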
* marks the source's active call; other numbers are inactive results; ? = inconclusive; · = not tested or not shown.

SMILES	Rab7 wt modul	Rab2A wt mod	Mcl1-Bid inh	Pf gamet viab	Avidin bead fluor	Rac1 mut GTP	Rac1 wt modul	HRas wt GTP	Cdc42 wt GTP	Mcl1-Noxa inh	GSH fluor
Cc1c(CCOC(=O)C23CC4CC(CC(C)(C4)C2)C3)sc[n+]1CC(=O)c1ccccc1	99.0	99.0	-31.5	5.0	11	98.0	97.0	97.0	99.0	24.9	14
Brc1ccc2c(c1)C(c1ccc(N3CCOCC3)cc1)=NNC(c1cccs1)=N2	94.0	93.0	-11.6	-10.3	16	93.0	93.0	94.0	92.0	-7.8	16
C/C(=C\C(=O)c1cccnc1)Nc1ccc(C(=O)O)cc1	96.0	97.0	-28.2	-0.8	42	99.0	105.0	99.0	102.0	5.1	5
CC(NC(=O)/C(C#N)=C/c1cn[nH]c1-c1ccccc1)c1ccccc1 (centres undefined)	103.0	96.0	-2.3	9.8	21	100.0	105.0	101.0	101.0	7.4	18
CC1CCc2c(sc3ncn(CC(=O)N4CCCCC4)c(=O)c23)C1 (centres undefined)	97.0	96.0	-14.3	-1.3	10	97.0	95.0	95.0	98.0	-1.1	28
O=C(COc1ccccc1Cl)NCCC1=CCCCC1	101.0	101.0	-20.6	-15.2	7	99.0	103.0	99.0	102.0	-2.5	21
O=C(Nc1ccc(N2CCCC2=O)cc1)c1cccc(F)c1	100.0	100.0	4.6	-5.4	9	100.0	103.0	100.0	103.0	14.7	12
COC(=O)c1ccc(C(=O)OC)c(NC(=S)N2CCC(C)CC2)c1	98.0	100.0	-3.0	7.4	4	99.0	104.0	102.0	101.0	12.4	17
Cc1cc2oc(=O)cc(CN3CCc4ccccc43)c2cc1Cl	91.0	91.0	-24.3	-9.4	15	89.0	90.0	93.0	91.0	0.6	27
CCOc1ccc(-c2cc(C(=O)NCCCN3CCN(CC)CC3)c3ccccc3n2)cc1	98.0	96.0	-8.7	-5.3	37	95.0	95.0	99.0	99.0	-1.1	14
CCOC(=O)c1ccc(-n2c(CN3CCN(CC)CC3)nc3ccc([N+](=O)[O-])cc3c2=O)cc1	105.0	100.0	-23.1	12.3	7	96.0	103.0	101.0	98.0	22.8	12
CCOC(=O)C1=C(CSc2nc(-c3ccccc3)ccc2C#N)OC(N)=C(C#N)C1c1ccccc1 (centres undefined)	97.0	101.0	-23.6	-1.4	14	100.0	101.0	102.0	99.0	-16.6	10
COC(=O)c1sc(NC(=O)COc2ccccc2)nc1C	97.0	94.0	-0.5	·	13	94.0	94.0	96.0	97.0	14.4	36
Cc1cc2c(cc1C)NC(=O)CC(C(F)(F)C(F)(F)C(F)(F)F)=N2	99.0	101.0	-5.6	·	22	101.0	104.0	101.0	99.0	-12.9	11
CCCOc1ccc(OCCSc2nnc(N)s2)cc1	94.0	99.0	-17.9	0.3	10	100.0	101.0	98.0	100.0	-4.9	77
O=C(Oc1csc(=S)n1C(=O)c1ccccc1)c1ccccc1	102.0	102.0	17.9	·	7	98.0	101.0	101.0	101.0	18.1	10
O=C(Nc1ccccc1-c1ccccc1)C1CCCC1	104.0	97.0	-34.6	·	8	97.0	98.0	97.0	92.0	2.4	16
S=C(c1c[nH]c2ccc(Br)cc12)N1CCOCC1	95.0	96.0	-46.4	·	16	102.0	101.0	98.0	99.0	-7.3	74
CC(=O)c1ccc(NC2=C(N3CCOCC3)C(=O)c3ccccc3C2=O)cc1	100.0	95.0	-48.9	·	15	90.0	96.0	98.0	96.0	11.6	33
COc1ccc(C)cc1NC(=O)c1ccc(N(C)S(C)(=O)=O)cc1	99.0	102.0	-33.8	·	13	99.0	107.0	103.0	105.0	-9.3	46
Cc1ccc(S(=O)(=O)CCSc2cccc(C(=O)Nc3ccccc3C(=O)O)c2)cc1	95.0	93.0	-9.9	-2.2	19	90.0	91.0	92.0	85.0	68.3*	14
CCc1ccccc1N1C(=O)C2CC(C)=C(C)CC2C1=O (centres undefined)	98.0	99.0	-17.5	·	7	95.0	98.0	101.0	100.0	-8.5	15
COc1ccc(NC(=O)C2CCN(S(=O)(=O)c3ccc(OC)c(OC)c3)CC2)c(OC)c1	93.0	96.0	-11.5	-99.1	6	94.0	100.0	96.0	100.0	5.2	21
CCN(CC)C(=O)C1CCCN(C(=O)Nc2ccccc2)C1 (centres undefined)	102.0	97.0	-15.2	·	17	99.0	103.0	99.0	102.0	4.5	33
COc1ccccc1CSc1nc2ccccc2[nH]1	93.0	93.0	-3.9	4.0	14	95.0	94.0	96.0	96.0	-11.5	16
CCn1c(-c2csc(-c3ccc(Cl)cc3)n2)n[nH]c1=S	98.0	97.0	5.8	·	6	96.0	101.0	97.0	97.0	12.1	52
Cc1c(NC(=O)CN2C(=O)NC3(CCC(C)CC3)C2=O)c(=O)n(-c2ccccc2)n1C (centres undefined)	101.0	97.0	-4.0	·	13	98.0	99.0	98.0	100.0	11.9	14
Cc1cc(C)nc(SCC(=O)Nc2cc(C)on2)n1	102.0	101.0	-18.4	·	16	99.0	106.0	104.0	102.0	-4.3	39
CN(C)S(=O)(=O)c1ccc(Cl)c(NC(=O)COC(=O)C2CSC3(C)CCC(=O)N23)c1 (centres undefined)	102.0	104.0	-12.3	·	11	104.0	106.0	104.0	101.0	13.2	13
Cc1cc2nnc(SC(C)C#N)n2c2ccccc12 (centres undefined)	99.0	99.0	-20.2	14.8	32	98.0	105.0	101.0	104.0	7.0	21
Cc1ccc(C)c(Nc2ncccc2C(=O)NCc2cccs2)c1	101.0	101.0	2.5	9.2	3	100.0	104.0	100.0	103.0	-2.4	8
CCn1c(NC(=O)c2cccs2)c(-c2cccs2)c(=O)c2ccccc21	102.0	101.0	-13.2	17.8	7	99.0	105.0	102.0	101.0	15.7	24
CCOC(=O)N1CCC(N(CCOC)C(=O)Nc2ccc(Cl)c(Cl)c2)CC1	96.0	99.0	-2.6	·	9	97.0	95.0	95.0	95.0	12.2	34
COc1ccc2nc(N3CCCC3)[nH]c2c1	104.0	104.0	-83.2	-6.6	13	97.0	102.0	105.0	102.0	37.9	7
Cc1ccc(S(=O)(=O)NCC(=O)N(CC(=O)NC(C)(C)C)Cc2cccs2)cc1	99.0	99.0	-0.4	-13.7	33	101.0	102.0	100.0	102.0	-11.7	18
COc1ccc(N2CCN(c3nc(=S)n(-c4ccccc4)c(C)c3C(C)=O)CC2)cc1	?	?	-19.8	·	30	?	?	?	?	12.6	35
CCOC(=O)c1cccc(NC(=O)CSc2nnc(COc3ccccc3)n2CC)c1	94.0	97.0	-0.5	0.3	32	101.0	102.0	100.0	103.0	17.0	14
CCN(CC)C(=O)c1cc2c(=O)c3cc(Cl)ccc3oc2nc1C	98.0	96.0	-5.2	-3.0	5	96.0	97.0	96.0	95.0	6.1	18
CC1CN(Cc2nc3c(c(=O)[nH]c(=O)n3C)n2CCCc2ccccc2)CC(C)O1 (centres undefined)	101.0	99.0	-5.6	16.0	6	99.0	102.0	101.0	100.0	-6.4	31
O=C(NC1CCCCC1)N1CCN(C(=O)c2ccco2)CC1	98.0	98.0	-31.6	·	12	98.0	104.0	99.0	102.0	8.9	44
CCOC(=O)c1ccc(NC(=O)c2n[nH]c(=O)c3ccccc23)cc1	108.0	96.0	7.5	·	9	96.0	99.0	99.0	100.0	-5.5	15
CCCn1c(SCC(=O)NC(=O)NCc2ccco2)n[nH]c1=O	99.0	95.0	-18.4	·	24	97.0	100.0	97.0	96.0	44.4	20
O=C(NCc1cccs1)c1ccc(S(=O)(=O)N2CCCCC2)cc1	96.0	96.0	-24.7	16.2	10	96.0	97.0	98.0	98.0	16.8	14
COc1cccc(/C=C2\N=C3CCCCCN3C2=O)c1	103.0	101.0	-58.8	9.8	10	97.0	99.0	102.0	102.0	-5.5	38
Cc1ccccc1C(=O)Nc1cccc(NC(=O)c2ccc(-c3ccc(Br)cc3)o2)c1	95.0	91.0	20.4	·	9	91.0	90.0	93.0	93.0	6.6	65
CCCCCCc1nnc(N)s1	102.0	100.0	-18.5	·	15	97.0	101.0	102.0	99.0	7.9	7
O=C1c2ccccc2C(=O)N1CC(=O)N1c2ccccc2Sc2ccc(C(F)(F)F)cc21	98.0	97.0	24.6	-8.8	12	97.0	100.0	98.0	101.0	-7.8	20
COc1ccc(C(=S)N2CCN(C)CC2)cc1Br	104.0	101.0	-21.8	·	12	98.0	106.0	101.0	100.0	-5.5	29
O=C(O)CSc1nnc(-c2ccc3c(c2)OCO3)o1	95.0	95.0	7.9	·	6	95.0	102.0	95.0	94.0	2.1	15
C=C(C)[C@@H]1CC=C(CN2CCC(CCOC)(C(=O)OCC)CC2)CC1	95.0	97.0	2.4	-16.2	16	97.0	100.0	96.0	100.0	-1.5	12

The listing continues:
SMILES	Rab7 wt modul	Rab2A wt mod	Mcl1-Bid inh	Pf gamet viab	Avidin bead fluor	Rac1 mut GTP	Rac1 wt modul	HRas wt GTP	Cdc42 wt GTP	Mcl1-Noxa inh	GSH fluor
CCCCOC(=O)Nc1ccc(N2CCCCC2)cc1	103.0	102.0	-1.9	13.1	21	100.0	108.0	102.0	105.0	13.6	28
COc1ccc(Cn2c(C)ccc2C)cc1	98.0	97.0	-13.6	·	7	95.0	95.0	97.0	98.0	8.4	36
Cc1ccc(OCC(=O)Nc2ccc(F)cc2)cc1C	101.0	99.0	-4.7	-13.1	3	98.0	107.0	104.0	101.0	4.5	19
CC(C)SCc1cc(N2CCCC2)nc(-c2ccccc2)n1	107.0	100.0	-2.9	·	11	93.0	100.0	101.0	96.0	0.0	71
Cc1ccc(C(=O)NC(=S)N2CCN(c3ccc([N+](=O)[O-])cc3)CC2)cc1	101.0	101.0	-39.4	-27.3	1	101.0	102.0	99.0	103.0	4.6	6
CC1(C)Cc2nc(N)c(C(=O)NCCO)cc2CO1	103.0	101.0	3.7	-5.7	36	97.0	98.0	99.0	101.0	-4.1	10
Cn1c(N2CCCC2)nc2c1c(=O)n(Cc1ccc(F)cc1)c(=O)n2C	99.0	98.0	-21.4	·	9	94.0	99.0	101.0	100.0	1.8	6
CCc1ccc(OCC(=O)OC2CCS(=O)(=O)C2)cc1 (centres undefined)	97.0	106.0	-8.8	14.9	7	102.0	103.0	107.0	107.0	5.9	18
O=C(CCSc1nc(-c2ccc3c(c2)OCO3)cc(C(F)(F)F)n1)NCc1ccccc1	102.0	98.0	-0.3	-5.5	4	99.0	99.0	97.0	99.0	-13.7	18
Cc1cc(C)n(-c2ccc(-n3ccnc3)nn2)n1	96.0	97.0	-25.8	·	17	95.0	96.0	98.0	99.0	9.5	6
